# HEK293 viab: GF-AFC viability counterscreen for inhibitors of alpha-synuclein gene (SNCA) expression; HEK-293-SNCA-luc viability, GF-AFC fluorescence, 24 h; Potency, µM (doses to about 57.1 µM), without a hit: at the highest dose activity change, negative = cytotoxicity, most hits filed as cytotoxic; 0.12% of 150,000 active; AID 1671193, 2021;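 note: potency is the fitted concentration of half-maximal effect; 0% = DMSO-treated cells and -100% = medium-only wells without cells; nearly all actives have a fitted effect of over 30% in size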
#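 Cytotoxicity counterscreen: after 24 h compound treatment of genome-edited SNCA-luciferase HEK-293 cells, live-cell protease substrate GF-AFC read by fluorescence after 30 min; activity scaled between DMSO (0%) and medium-only (-100%), curves Hill-fitted.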
# SNCA expr inh: Primary qHTS assay for inhibitors of alpha-synuclein gene (SNCA) expression. HEK-293 SNCA-luciferase knock-in, luminescence, 24 h. Potency, µM (titrated, usually from 57.2 µM), inactives show top-dose activity change, negative = inhibition, most hits filed as inhibitors. 0.17% of 140,000 active. AID 1671194, 2021;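 note: potency is the fitted concentration of half-maximal effect; plate controls were DMSO cells for no effect and cell-free wells for full effect; nearly all actives have a fitted effect of over 45% in size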
# FLuc inh: Firefly luciferase inhibition profiling of diverse chemical library using quantitative high-throughput screening; Luciferin 4-monooxygenase (Photinus pyralis), P08659; purified P. pyralis luciferase, luminescence, biochemical; Potency, µM (doses to about 115 µM), for inactives: top-dose activity change, negative = inhibition, most hits filed as inhibitors; 2.5% of 76,000 active; AID 1347043, 2019; note: potency is the fitted concentration of half-maximal effect; nearly all actives have a fitted effect of over 65% in size
#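 FLuc 10nM, D-luciferin 10uM, ATP 10uM, Mg acetate 10mM, Tris acetate pH 7.5, Tween/BSA; cpd qHTS; enzyme added last; CCD luminescence.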
# HEK293 tox: Cytotoxic Profiling in HEK 293 Cell Line of Diverse Libraries Using Quantitative High-Throughput Screening | AID 1345083, 2018 | 6.6% of 94,000 active | Potency, µM (top dose mostly 115 µM), inactives show top-dose activity change, negative = cytotoxicity, usual class: inhibitors | HEK 293 viability, ATP luminescence (CellTiter-Glo), 48-72 h; note: potency is the fitted concentration of half-maximal effect; nearly all actives have a fitted effect of over 60% in size
#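 HEK 293 seeded at 250 cells/well receive compound via pintool. After 48 or 72 hr at 37 degree Celsius, 5% CO2 and 95% humidity, CellTiter-Glo is dispensed and luminescence read following 10 min at room temperature.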
# GPT2 inhibitor: Primary qHTS assay for inhibitors of Glutamate pyruvate transaminase 2 (GPT2); Alanine aminotransferase 2 (Homo sapiens), Q8TD30; Recombinant GPT2, coupled pyruvate oxidase/HRP Amplex Red fluorescence; Potency, µM (top dose mostly 57.7 µM), without a hit: top-dose activity change, negative = inhibition, most hits filed as inhibitors; 0.25% of 100,000 active; AID 1671188, 2021; note: potency is the fitted concentration of half-maximal effect; nearly all actives have a fitted effect of over 60% in size; many of its hits are not listed in these tables
# Target sequence (Q8TD30 whole entry, looked up): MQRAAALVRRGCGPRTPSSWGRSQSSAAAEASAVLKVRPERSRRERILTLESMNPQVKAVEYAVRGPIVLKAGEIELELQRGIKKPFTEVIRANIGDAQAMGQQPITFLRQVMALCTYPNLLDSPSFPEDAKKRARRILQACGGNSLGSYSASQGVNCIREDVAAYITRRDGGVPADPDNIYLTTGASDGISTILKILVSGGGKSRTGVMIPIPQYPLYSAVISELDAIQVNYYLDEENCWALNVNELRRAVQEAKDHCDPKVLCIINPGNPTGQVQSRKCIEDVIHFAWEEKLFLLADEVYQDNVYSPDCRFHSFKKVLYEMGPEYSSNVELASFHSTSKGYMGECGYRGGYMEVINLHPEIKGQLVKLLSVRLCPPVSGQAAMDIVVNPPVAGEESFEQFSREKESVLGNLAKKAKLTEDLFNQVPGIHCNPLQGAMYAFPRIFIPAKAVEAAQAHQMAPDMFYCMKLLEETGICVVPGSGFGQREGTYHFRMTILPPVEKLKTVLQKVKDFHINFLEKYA
#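 GPT2 10ng/uL, a-KG 250uM, L-Ala 2mM, HEPES pH7.5 + 0.0001% Tween; 30 min RT. Then Amplex mix (PO/HRP/ThPP), 30 min RT dark, fluorescence. AOA 50uM used as positive control.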
# NIH3T3 tox: Cytotoxic Profiling in NIH 3T3 Cell Line of Diverse Libraries Using Quantitative High-Throughput Screening | NIH 3T3 viability, CellTiter-Glo ATP luminescence, 48-72 h | Potency, µM (doses to about 96.7 µM), inactives show at the top dose activity change, negative = cytotoxicity, actives largely listed as inhibitors | 4.3% of 94,000 active | AID 1345082, 2018; note: potency is the fitted concentration of half-maximal effect; nearly all actives have a fitted effect of over 55% in size
#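 Luminescent ATP readout (CellTiter-Glo, 10 min RT) after 48 or 72 hr compound exposure of NIH 3T3 cells seeded at 400 cells/well in 1536-well format; quantitative HTS.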
# IP6K1 inh: Primary qHTS assay for small molecule inhibitors of Inositol hexaphosphate kinase 1 (IP6K1) | Inositol hexakisphosphate kinase 1 (Homo sapiens), Q92551 | IP6K1 kinase, ADP-Glo luminescence, 2 h; active compounds read low | activity change, % (series mostly up to about 58 µM) | 0.81% of 140,000 active | AID 1645851, 2021; in the data active = activity change below about -25%
# Target sequence (Q92551 whole entry, looked up): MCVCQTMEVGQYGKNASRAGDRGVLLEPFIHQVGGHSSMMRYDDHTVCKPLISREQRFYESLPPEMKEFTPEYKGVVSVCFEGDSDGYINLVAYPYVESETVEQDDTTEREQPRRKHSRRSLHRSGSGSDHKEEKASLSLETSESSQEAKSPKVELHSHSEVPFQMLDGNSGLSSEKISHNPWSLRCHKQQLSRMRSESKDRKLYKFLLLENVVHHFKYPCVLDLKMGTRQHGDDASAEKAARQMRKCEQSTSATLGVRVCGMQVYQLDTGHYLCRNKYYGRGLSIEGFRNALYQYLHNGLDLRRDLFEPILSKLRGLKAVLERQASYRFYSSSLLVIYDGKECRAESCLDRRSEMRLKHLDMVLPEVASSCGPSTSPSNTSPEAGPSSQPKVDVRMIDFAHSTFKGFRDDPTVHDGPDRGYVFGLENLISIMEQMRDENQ
#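 ADP-Glo luminescence measures ADP made by human IP6K1 during a 2 h RT reaction with ATP/IP6 (mix at 1.3 mM/130 uM); top library doses 57.5 and 19.1 uM final.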
# * hit, by the source's call; i = inactive; ? = inconclusive; nt = not tested or not shown; [ ] = dose if it differs, or a comment. Unless noted, calls come from the whole dose curve; as a rule, active = well fitted curve in the direction sought with a large enough effect; inconclusive = small, poorly fitted or top-dose-only effect, or another doubt; inactive = no such curve, though single readings can be large; an effect the other way counts as inactive or inconclusive. Unless noted, % is set by controls: 0 for no effect and ±100 for the full control effect. This is a subset; the hit share may differ from the screen's.
(1) CN1CCCCCCN(C(=O)CCC2CCCC2)[C@H]2CCC[C@H]2C1=O
(2) COc1ccccc1-c1cc(C(=O)N(C)C)nc2c1cnn2C
(3) Cc1cccc(-n2ccnc2SCC(=O)Nc2nc3ccccc3s2)c1
(4) CCOc1ccccc1NS(=O)(=O)c1ccc(N2CCCCS2(=O)=O)cc1
(5) Cc1nnc2ccc(N3CCN(C(=O)C(C)(C)C)CC3)nn12
(6) CCc1ccccc1NC(=O)c1ncoc1-c1ccco1
(7) C#CCNC(=O)C[C@@H]1c2nc(NC(=O)N3CCOCC3)sc2C[C@@H]2[C@](C)(CO)[C@H](O)CC[C@]21C
(8) COCCNC(=O)C1CN(c2ccnc3ccnn23)C1
(9) Cc1nccn1CCCC(=O)NC1CC(c2nnc(CO)n2C2CC2)C1 (stereo not given)
(10) CC(=O)Nc1ccc(CN2CCCC(N3CCN(c4ccccc4)CC3)C2)cc1 (stereo not given)

entry no.	1	2	3	4	5	6	7	8	9	10
HEK293 viab	-24%	4%	1%	3%	nt	10%	3%	12%[87.6 µM]	0%	-5%
SNCA expr inh	-10%	-7%	162%[activator]	6%	nt	-15%	0%	-10%[87.6 µM]	18%	25%
FLuc inh	1%	nt	nt	nt	nt	nt	-13%	nt	0%	12%
HEK293 tox	?	i	nt	nt	-25%[172 µM]	nt	-6%	4%[172 µM]	-11%	3%
GPT2 inhibitor	-21%	3%	nt	nt	nt	nt	-1%	-10%[88.5 µM]	i	i
NIH3T3 tox	?	4%	nt	nt	-21%[138 µM]	nt	-16%	-22%[138 µM]	-4%	-2%
IP6K1 inh	11	3	-3	1	-2	5	-6	-6	18	-1

(11) Cn1ccnc1CN1CCOC[C@H](Oc2ccc(C(F)(F)F)cc2)C1
(12) CCc1ccc(C(=O)c2cn(CC(=O)Nc3ccc(OC)c(Cl)c3)c3nc(C)ccc3c2=O)cc1
(13) CSc1ccc(CCNC(=O)C2CCCN(S(=O)(=O)N(C)c3ccc(F)cc3)C2)cc1 (stereo not given)
(14) CCc1nncn1C1CCN(C(=O)Nc2ccc(Cl)cc2F)C1 (stereo not given)
(15) CC(=O)c1ccc(NC(=O)c2c3c(nc4ccccc24)C(=O)N(C2CCCCC2)C3)cc1
(16) Cc1ccccc1OCC(=O)N(Cc1ccc(N(C)C)cc1)CC1CCCO1 (stereo not given)
(17) Cc1ccccc1Nc1c(-c2ccc(Cl)cc2)nc2c(C)cccn12
(18) O=C1CCC2(CCN(C(=O)C3CCc4ccccc43)CC2)CN1CCO (stereo not given)
(19) CN(Cc1ccc(-c2ccccc2)cc1)C(=O)Cc1cccc(Cl)c1
(20) CC(=O)N(c1onc(C)c1C)S(=O)(=O)c1ccc(N)cc1

entry no.	11	12	13	14	15	16	17	18	19	20
HEK293 viab	6%[87.6 µM]	?	-3%	9%	0%	-24%	-7%	9%	7%[87.6 µM]	-32%[23.9 µM]
SNCA expr inh	0%[87.6 µM]	17%	-27%	-14%	-2%	42%[activator]	22%	-3%	58%[activator][87.6 µM]	-29%[25.6 µM]
FLuc inh	-16%[172 µM]	nt	nt	-5%	nt	nt	nt	3%	?	nt
HEK293 tox	?	nt	nt	-13%	nt	nt	nt	5%	63µM*	nt
GPT2 inhibitor	?	nt	nt	i	nt	nt	nt	-13%	i	i
NIH3T3 tox	?	nt	nt	-6%	nt	nt	nt	3%	?	nt
IP6K1 inh	13	28	4	-2	-7	-11	31	10	-2	-2

# Structures listed so far with sulfur, in the order listed:
(3) Cc1cccc(-n2ccnc2SCC(=O)Nc2nc3ccccc3s2)c1
(4) CCOc1ccccc1NS(=O)(=O)c1ccc(N2CCCCS2(=O)=O)cc1
(7) C#CCNC(=O)C[C@@H]1c2nc(NC(=O)N3CCOCC3)sc2C[C@@H]2[C@](C)(CO)[C@H](O)CC[C@]21C
(13) CSc1ccc(CCNC(=O)C2CCCN(S(=O)(=O)N(C)c3ccc(F)cc3)C2)cc1 (stereo not given)
(20) CC(=O)N(c1onc(C)c1C)S(=O)(=O)c1ccc(N)cc1

entry no.	3	4	7	13	20
HEK293 viab	1%	3%	3%	-3%	-32%[23.9 µM]
SNCA expr inh	162%[activator]	6%	0%	-27%	-29%[25.6 µM]
FLuc inh	nt	nt	-13%	nt	nt
HEK293 tox	nt	nt	-6%	nt	nt
GPT2 inhibitor	nt	nt	-1%	nt	i
NIH3T3 tox	nt	nt	-16%	nt	nt
IP6K1 inh	-3	1	-6	4	-2

# Following part.
(21) CC(C)CCn1c(=O)c2cccnc2n(CC(=O)Nc2ccccc2)c1=O
(22) Cc1cccc(OCc2nc(C#N)c(NCc3ccccc3Cl)o2)c1
(23) O=C(CCN1CCCCO1)NC1CCCc2nc(-c3ccccc3)ncc21 (stereo not given)
(24) COC(=O)c1c(NC(C)=O)c2cc(NC3CCCCCC3)cnc2n1CC1CCCO1 (stereo not given)
(25) CNc1oc(-c2ccc(COc3ccc(C)cc3)o2)nc1C#N
(26) COc1ccc(Nc2c(-c3ccccn3)nc3ccc(Cl)cn23)cc1
(27) CC1(CCCCc2ccccc2)COc2ccc(C(=O)N3CC(O)C3)cc2N1 (stereo not given)
(28) COc1ccc(CNC(=O)c2cc(-c3ccc(F)cc3)cc3ncn(C)c23)cc1OC
(29) COc1cccc(NC(=O)N[C@H]2CCN(C(=O)c3cccn3C)[C@@H]2C(=O)N[C@@H](Cc2cccs2)C(N)=O)c1
(30) O=C(Cn1ccn(-c2ccc(F)c(F)c2)c(=O)c1=O)c1ccc(F)cc1

entry no.	21	22	23	24	25	26	27	28	29	30
HEK293 viab	-17%	9%	9%	8%	-10%	5%	-3%[87.6 µM]	7%[87.6 µM]	2%	-5%
SNCA expr inh	-2%	65%[activator]	-19%	?	-4%	76%[activator]	-42%[87.6 µM]	77%[activator][87.6 µM]	-4%	6%
FLuc inh	nt	nt	-3%	-8%	nt	nt	-17%[172 µM]	1%[172 µM]	0%	nt
HEK293 tox	nt	nt	-17%	2%	nt	nt	?	?	-3%	nt
GPT2 inhibitor	nt	nt	i	?	nt	nt	-8%[88.5 µM]	?	1%	nt
NIH3T3 tox	nt	nt	-20%	-15%	nt	nt	?	?	5%	nt
IP6K1 inh	28	-2	4	12	6	16	9	-10	-8	-20

(31) CCc1ccc(-n2nc(C)c3c(C)cc(=O)n(CC(=O)Nc4cc(Cl)ccc4OC)c32)cc1
(32) O=C(C1CCCC1)N1CC2(CCN(C3CCCCC3)C2)Cc2ccccc21 (stereo not given)
(33) Cc1ccc(CNC(=O)CN2C(=O)CC(c3ccc(C)c(C)c3)=Nc3ccccc32)cc1
(34) COCCn1c(C)cc(O)c(C(c2ccccc2)N2CCC(C)CC2)c1=O (stereo not given)
(35) O=C1NC(C(=O)NCc2ccc(OC(F)(F)F)cc2)Cn2cccc21 (stereo not given)
(36) COC(=O)c1cc(OC)c(O[C@@H]2O[C@@H](C)[C@H](O)[C@@H](O)[C@H]2O)c(OC)c1
(37) CCOC(=O)C1CCN(C(=O)c2nc3sccn3c2-c2cccc(C#N)c2)CC1
(38) CCCNC(=O)N1CCCC2(CCC(=O)N(Cc3cnc(C)cn3)C2)C1 (stereo not given)
(39) COc1ccc(S(=O)(=O)NCC(c2ccco2)N2CCOCC2)cc1OC (stereo not given)
(40) CCOC(=O)c1ccc(NC(=O)c2ccc(CN3C(=O)CCn4nc(C)cc43)cc2)cc1

entry no.	31	32	33	34	35	36	37	38	39	40
HEK293 viab	4%	?	-14%	4%	4%	-1%	-5%	0%	-11%	0%
SNCA expr inh	1%	-24%	60%[activator]	8%	-21%	nt	-1%	-13%	-7%	20%
FLuc inh	nt	nt	nt	nt	4%	nt	nt	-1%	nt	nt
HEK293 tox	nt	45µM*	nt	nt	-12%	nt	-17%	-4%	nt	nt
GPT2 inhibitor	nt	i	nt	nt	i	i	?	1%	nt	nt
NIH3T3 tox	nt	?	nt	nt	3%	nt	-29%	3%	nt	nt
IP6K1 inh	6	7	-6	1	7	-2	20	19	28	-2

(41) COCCC(=O)N1Cc2ccccc2OC2(CCN(C(C)C)CC2)C1
(42) COc1ccc(Nc2nc3cc(Cl)c(Cl)cc3n3cnnc23)cc1Cl
(43) Cc1ccc(S(=O)(=O)N(CCc2ccccc2)CC(=O)Nc2cc(C)ccc2C)cc1
(44) COc1ccc(/C=C/c2nc(C#N)c(NCCc3ccc(OC)c(OC)c3)o2)cc1OC
(45) O=C(CC1=C2CCCCC2N(Cc2ccc(F)cc2)C1=O)NC1CCS(=O)(=O)C1 (stereo not given)
(46) COc1cccc(CNC(=O)c2ccc3nnc(-c4cc[nH]c4)n3c2)c1
(47) CN(C)C(=O)[C@@H]1CN(Cc2ccc(F)cc2F)C[C@H]1CO
(48) CCOC(=O)c1c(S(=O)(=O)N2CCCC(C(=O)N3CCN(c4cc(C)ccc4C)CC3)C2)c(C)n(C)c1C (stereo not given)
(49) Cc1cccc(N2CCN(C(=O)c3cccn4c(=O)c5cc(Cl)ccc5nc34)CC2C)c1 (stereo not given)
(50) O=C(NC[C@H]1COCc2nc3cc(C(F)(F)F)ccc3n21)c1cnccn1
(51) OC[C@@H]1CN(Cc2ccccn2)C[C@H]1c1nc(-c2cccnc2)no1
(52) Cc1cccc(OCC(=O)NC2CCN(C(=O)c3cc4c(=O)[nH]c(C)cn4n3)CC2)c1

entry no.	41	42	43	44	45	46	47	48	49	50	51	52
HEK293 viab	-6%	15%	5%	8%	8%	-1%	5%	3%	9%	7%[87.6 µM]	-4%	-2%
SNCA expr inh	-18%	-9%	6%	-4%	6%	-11%	21%	-10%	-3%	11%[87.6 µM]	77%[activator]	19%
FLuc inh	11%	nt	nt	nt	0%	nt	1%	nt	nt	12%[172 µM]	-26%	-5%
HEK293 tox	-17%	nt	nt	nt	-7%	-3%	-12%	nt	nt	-7%[172 µM]	?	0%
GPT2 inhibitor	2%	nt	nt	nt	-7%	i	i	nt	nt	5%[88.5 µM]	-13%	2%
NIH3T3 tox	-25%	nt	nt	nt	-8%	-28%	-7%	nt	nt	-13%[138 µM]	-18%	-12%
IP6K1 inh	0	1	6	-24	34	-3	1	-2	-2	-10	9	0
